NCI-60 one-dose screen, 48 h, at 10 µM unless noted. Numbers give growth in % (100 = growth as untreated, 0 = no growth, -100 = all killed).
UACC-62: UACC-62 melanoma | 81,000 tested, 5.4% active
SK-MEL-2: SK-MEL-2 melanoma | 77,000 tested, 4.7% active | AID 1794763
MALME-3M: MALME-3M melanoma; 78,000 tested, 5.8% active
EKVX: EKVX NSCLC. 71,000 tested, 3% active. AID 1794765
M14: M14 melanoma; 80,000 tested, 6.2% active
A549/ATCC: A549/ATCC NSCLC; 81,000 tested, 3.7% active
SK-MEL-5: SK-MEL-5 melanoma; 80,000 tested, 6.4% active; AID 1794755
UACC-257: UACC-257 melanoma | 78,000 tested, 4.4% active | AID 1794764
Numbers without * were called inactive; nt = not tested or not shown; & = joins results of further samples. The calls were made as follows: active = growth percent below 10; inactive = the rest. Rows were taken by chance. Share with any hit: about 9.8%.

compound	UACC-62	SK-MEL-2	MALME-3M	EKVX	M14	A549/ATCC	SK-MEL-5	UACC-257
COc1cc([C@H]2c3c(O)c(O)c4oc5ccccc5c(=O)c4c3[C@]3(OC)C=C(C)CC(C)(C)[C@H]23)c2c(=O)c3ccccc3oc2c1O	55	83	85	80	61	47	nt	80
O=[N+]([O-])c1ccc(/C=N\O)cc1	102	121	115	99	104	105	nt	99
O=C1c2cccnc2C(=O)c2c1c(C(=O)NCCCN1CCCCC1)c1ccccn21	-61*	-40*	-93*	-100*	-88*	-43*	-99*	-83*
CCOC(=O)Nc1cccc2c1-c1ccc([N+](=O)[O-])cc1C2=O	98	121	106	110	106	92	103	94
CC(C)CC(NC(=O)OCc1ccccc1)C(=O)NCC(=O)NCC(=O)OCc1ccccc1 (stereo unspecified)	107	97	106	nt	100	101	104	nt
Cc1ccc(S(=O)(=O)N(c2cc(C(C)(C)C)nn2C)S(=O)(=O)c2ccc(C)cc2)cc1	69	74	94	79	90	94	56	104
O=S(=O)(c1ccccc1)N(Cc1ccccc1)c1ccccc1	73	108	94	101	93	88	93	87
COc1ccc(-c2nnc(CNc3ccc(F)c(Cl)c3)o2)cc1	109	86	108	119	103	80	106	90
Nc1ncnc2c1ncn2C1CCCO1 (stereo unspecified)	94	115	97	101	108	113	102	128
COc1ncc(OC)c(S(=O)(=O)Nc2ccc(N/C=C/C(=O)c3cc4c(ccc5ccccc54)oc3=O)cc2)n1	85	102	nt	100	103	97	98	95
Cc1ccc(C(F)(F)F)cc1N1CCN(C(=O)[C@@H]2C[C@@H]2c2cccc(S(F)(F)(F)(F)F)c2)CC1	67	96	85	74	72	71	54	74
CCCC(O)CN (stereo unspecified)	98	124	113	nt	98	93	99	98
CC(C)/C(=N/O)c1ccccc1	107	101	nt	102	109	111	104	109
CC(C)(C)n1nnnc1C(Nc1ccccc1)c1cc2cccc3ccc4cccc1c4c32 (stereo unspecified)	65	nt	97	72	100	79	77	102
O=[N+]([O-])c1cc(S(=O)(=O)NCc2ccco2)ccc1N/N=C/c1ccccn1	103	112	77	nt	98	96	105	83
CC(=O)Nc1nc2c(s1)Nc1cc(Cl)c(Cl)cc1NC2=O	104	nt	105	nt	103	105	nt	107
COc1ccc(C(=O)COc2ccc(NC(=O)Nc3ccccc3)cc2)cc1	80	81	85	83	94	81	94	94
O=C(O)C(Cc1ccccc1N(CCO)CCO)N1C(=O)c2ccccc2C1=O (stereo unspecified)	102&102	104&112	105	107&132	112&110	99&105	105&113	108&103
COc1ccc(-c2nn(-c3cccc(Cl)c3)cc2/C=C2\NC(=S)N(c3ccc(OC)cc3)C2=O)cc1	73	61	nt	nt	73	89	98	106
Cc1cc(Cc2cc(C)c(O)c(C)c2)cc(C)c1O	53	6.1*	46	nt	30	37	39	52
CCn1c(SCC(=O)Nc2cccc(C(=O)/C=C/c3ccc(Cl)cc3)c2)nc2ccccc2c1=O	94	111	113	84	nt	105	99	124
COc1ccc(C(=O)CSc2nc3c([nH]2)c(=O)n(C)c(=O)n3C)cc1	100	114	96	102	96	104	63	107
C/C(=N/O)[C@H]1CC[C@H]2[C@@H]3CCC4=C/C(=N\O)CC[C@]4(C)[C@H]3[C@H](O)C[C@]12C	92	98	nt	99	106	115	84	131
Cc1ccc2oc(=O)cc(-c3cc(-c4cc5cc(Br)ccc5oc4=O)nc(N)c3C#N)c2c1	39	nt	55	81	67	52	65	54
COc1ccc(/C(C#N)=C/c2cccc(Cl)c2)cc1	79	92	99	77	92	72	91	nt
C1=C(c2ccc(-c3ccccc3)cc2)Nc2ccccc2S1	95	99	78	nt	102	nt	101	nt
Fc1ccccc1-c1nc(-c2nc3cc(Cl)c(Cl)cc3[nH]2)c2ccccn12	83	82	35	nt	71	72	79	82
N#CC[C@H](C1CCCC1)n1cc(-c2ncnc3[nH]ccc23)cn1	82	nt	97	83	78	44	85	79
O=C1c2nccnc2C(=O)N1CCc1ccccn1	98	99	95	100	100	106	109	108
CN(C)C1=NCCN1	102	82	97	103	96	90	103	103
COc1cc(C(=O)/C=C/c2ccc3nc(-c4cc(F)cc(F)c4)sc3c2)cc(OC)c1OC	96	nt	87	110	97	94	118	103
C=CCOc1nc(N)nc(OCC=C)n1	97	95	96	122	88	94	106	104
O=C(Nc1cccc(Cl)c1)c1ccc(Cl)cc1Cl	nt	96	97	84	94	81	96	100
Cc1cncc(C(=O)O)c1	104	104	107	106	117	108	nt	101
O=C(Nc1ncnc2nc[nH]c12)c1cccnc1	92	112	98	108	102	92	107	95
O=C1C2=C(Nc3ccccc3SC2c2ccc(Br)cc2)c2ccccc21 (stereo unspecified)	99	83	109	nt	96	103	83	110
CC(C)(C)c1ccc(S(=O)(=O)Nc2ccccc2N)cc1	86	102	93	97	90	101	93	99
CC(=O)Nc1ccc(CCNC(=O)c2ccc3ccccc3c2O)cc1	87	119	134	109	107	64	54	106
Brc1cc(Br)c(OCC2CO2)c(Br)c1 (stereo unspecified)	91	107	101	nt	101	97	89	96
Cc1[nH]nc2cccc(-c3ccc4[nH]c(=O)nc(-c5ccccc5)c4c3)c12	92	87	138	95	107	86	93	93
CCCCCCCCCCCCCCCCCCNC1=C(Cl)C(=O)c2ccccc2C1=O	105	92	114	94	108	110	113	92
N#C/C(=C\c1ccc(-c2ccccc2)o1)c1nc(-c2ccco2)cs1	78	106	95	37	94	101	73	103
Cc1cc(N2CCCC2)nc(N(CCNc2ccnc3cc(Cl)ccc23)Cc2ccco2)n1	nt	77	28	36	-63*	48	-93*	70
CCSc1nnc(-c2cnn3c2NC(c2ccccc2)C3)n1-c1ccccc1F (stereo unspecified)	75	95	95	94	103	87	84	96
COc1ccc(C(=O)CSc2nc(-c3cc(OC)ccc3OC)cc(-c3ccc(OC)cc3)c2C#N)cc1	94	103	110	89	94	79	99	nt
CCS(=O)(=O)Oc1ccc(-c2cn3ccoc3n2)cc1	98	111	102	103	108	101	100	105
O=C(C1CC1)N1CCN(c2nc(NCCN3CCOCC3)ncc2Br)CC1	100	103	96	83	108	102	91	111
CN(Cc1ccccc1)c1nc(Cl)c(C=O)s1	90	97	106	101	94	98	108	93
O=c1ccc2ccc(OCc3cn(CC(O)CO)nn3)cc2o1 (stereo unspecified)	108	110	113	105	105	109	112	nt
O=C(CN1CCN(c2cc(=O)n(-c3ccccc3)c3ccccc23)CC1)Nc1ccccc1[N+](=O)[O-]	54	84	74	65	79	70	38	70
O=C(CSc1nc2ccc(Cl)cc2c(=O)n1-c1ccc(Cl)cc1)NNS(=O)(=O)c1ccccc1	72	110	53	74	92	57	95	97
COc1ccc(C=C(C(=O)c2ccccc2)C(=O)c2ccccc2)cc1	89	nt	96	nt	109	88	94	nt
CN(C)CCCNC1(c2ccc(F)cc2)C2CC3CC(C2)CC1C3 (stereo unspecified)	96	112	111	85	94	97	89	102
CN(c1ccccc1)c1ccccc1	106	105	102	102	101	102	99	102
CCOC(=O)n1cc(-c2nonc2-c2cn(C(=O)OCC)c3ccc(Br)cc23)c2cc(Br)ccc21	85	97	95	104	93	87	101	96
CCN1C(=S)N(CC)C2C1NC(=O)N2/N=C/C=C/c1ccccc1 (stereo unspecified)	79	108	92	81	102	99	92	98
Cc1ccccc1NC(=O)N/C(N)=N/c1nc2ccccc2s1	39	38	50	40	9.9*	23	-53*	67
COc1ccc(C(=O)N2CCN(C(C)=O)C2=O)cc1OC1CCCC1	103	114	106	nt	96	104	99	107
CN1C(=O)c2ccccc2Cc2c(NCc3ccccc3)ncnc21	100	100	93	nt	93	96	97	94
O=C(c1c2c(nn1-c1ccc(F)cc1)CCC(NCc1ccc(F)cc1)C2)N1CCCCC1 (stereo unspecified)	99	104	105	103	99	110	103	110

Another view of part of the listing above:
Sequence of screens: UACC-62, SK-MEL-2, MALME-3M, EKVX, M14, A549/ATCC, SK-MEL-5, UACC-257
CC(C)(C)c1ccc(S(=O)(=O)Nc2ccccc2N)cc1
    86, 102, 93, 97, 90, 101, 93, 99
O=C(Nc1cccc(Cl)c1)c1ccc(Cl)cc1Cl
    nt, 96, 97, 84, 94, 81, 96, 100

Other structures follow:
compound	UACC-62	SK-MEL-2	MALME-3M	EKVX	M14	A549/ATCC	SK-MEL-5	UACC-257
COc1cc(OC)cc(-c2n/c(=C\c3c(O)[nH]c4cc(Cl)ccc34)cc3c2=Nc2ccccc2-3)c1	116	109	nt	104	96	95	96	113
OCC(O)C(O)C(O)c1cnn(-c2ccccc2)n1 (stereo unspecified)	93&101	99&107	96&115	101&118	99&98	87&93	97&102	95&108
COc1ccccc1OCC(=O)Nc1cccc(-c2nnc(-c3ccccc3)o2)c1	nt	100	107	96	99	101	nt	118
COc1cc(C(=O)/C=C/c2c(Cl)nc3ccccn23)cc(OC)c1OC	nt	69	nt	nt	83	64	71	81
CC(C)(C(N)=O)N1CCN(c2ccccc2Cl)CC1	94	101	100	104	99	100	102	97
CC1S/C(=N\NC(=O)Cc2csc3nc(-c4ccc(Br)cc4)cn23)N(c2ccc(Cl)cc2)C1=O (stereo unspecified)	91	94	112	nt	99	104	97	nt
Cc1ccc(C(SCC(N)C(=O)O)(c2ccc(C)cc2)c2ccc(C)cc2)cc1 (stereo unspecified)	31	-52*	nt	-8.4*	-75*	15	16	-18*
COc1c2c(cc3c1c(=O)c1ccc(O)c(OC)c1n3C)OCO2	98	96	102	94	100	84	109	84
O=C(Nc1cccc2ccccc12)ON=C1CCCCC1	101	100	nt	111	109	103	112	113
COc1cc(OC)cc(C(=O)Nc2cccc(C#Cc3cccc4[nH]nc(N)c34)c2)c1	23	-24*	41	61	-2.6*	34	-33*	53
Nc1cc(=O)n(Cc2ccccc2)c(N)c1C(=O)NCc1ccccc1	97	115	108	nt	117	102	101	nt
CCOC(=O)c1cnc2cc(Cl)cc(Cl)c2c1Nc1cccc(NS(C)(=O)=O)c1	76	98	105	92	111	105	95	111
CC(C)(C)n1cc(-c2ccnc(NCCCNS(=O)(=O)c3ccc(O)cc3)n2)c(-c2ccc(F)c(O)c2)n1	100	103	93	97	100	105	95	112
NNC(=O)c1ccc(NS(=O)(=O)Cc2ccccc2)cc1	98	89	106	98	95	87	100	92
CC(C)c1ccc2c(c1)CC[C@H]1[C@](C)(C(=O)OCC#CCN3CCCC3)CCC[C@]21C	55	103	71	75	82	75	65	82
O=[N+]([O-])c1ccc(/C=C/C=C/c2ccccc2)c(Cl)c1	97	94	116	nt	106	90	101	95
COc1ccc(OC)c(-c2cc(-c3cc(OC)c(OC)c(OC)c3)nc(N)c2C#N)c1	89	108	105	93	106	101	99	104
O=C(O)C1=CCCc2ccc(F)cc21	109	101	nt	121	116	108	109	117
O=C(Nc1cccc(-n2cc(-c3ccncc3)c(-c3ccc(O)c(Cl)c3)n2)c1)c1cc(C(F)(F)F)cc(C(F)(F)F)c1	72	nt	70	nt	60	34	56	67
O=C(O)C(O)[C@H](O)[C@H](O)[C@H](O)[C@H](O)CO (stereo partly specified)	92	106	93	94	97	91	100	98
ClCCn1c(CCl)nc2ccc(Cl)cc21	-80*	-56*	-64*	nt	-83*	-12*	-95*	70
S=c1sc2ccccc2n1CN1CCCCC1	104	94	87	104	100	99	104	104
O=C(O)c1ccccc1-c1ccccc1C(=O)Nc1ccc2c(c1)oc(=O)c1ccccc12	94	115	122	105	118	97	87	106
O=[N+]([O-])c1c(C=Nc2ccccc2)oc(-c2c(O)ccc3ccccc23)c1-c1c(O)ccc2ccccc12	70	94	nt	90	92	84	96	92
O=C1NC(=O)[C@H](Cc2ccc(O)cc2)N1	104	101	107	103	103	105	104	100
COC(=O)C(CCC(=O)CCl)N1C(=O)c2ccccc2C1=O (stereo unspecified)	65	67	42	108	40	104	71	70
OCCOc1ccc2ccccc2c1	100	110	100	98	99	94	103	105
CN1CCN(Cc2ccc(NC(=O)c3cncc(C#Cc4cncc5nccnc45)c3)cc2C(F)(F)F)CC1	17	-13*	-18*	71	9.8*	71	42	36
CC1CCCN(CCCCOc2ccc(-c3ccc(C#N)cc3)cc2)C1 (stereo unspecified)	90	89	120	89	83	60	46	67
CCC1CCCc2ccccc21 (stereo unspecified)	104	113	107	97	111	86	107	99

Whole records as entered above. Order of screens: UACC-62 | SK-MEL-2 | MALME-3M | EKVX | M14 | A549/ATCC | SK-MEL-5 | UACC-257
Entry for O=[N+]([O-])c1c(C=Nc2ccccc2)oc(-c2c(O)ccc3ccccc23)c1-c1c(O)ccc2ccccc12 → 70 | 94 | nt | 90 | 92 | 84 | 96 | 92
Entry for CC(=O)Nc1ccc(CCNC(=O)c2ccc3ccccc3c2O)cc1 → 87 | 119 | 134 | 109 | 107 | 64 | 54 | 106
Entry for Cc1cncc(C(=O)O)c1 → 104 | 104 | 107 | 106 | 117 | 108 | nt | 101
Entry for CC(C)(C)n1nnnc1C(Nc1ccccc1)c1cc2cccc3ccc4cccc1c4c32 (stereo unspecified) → 65 | nt | 97 | 72 | 100 | 79 | 77 | 102
Entry for COc1cc(OC)cc(-c2n/c(=C\c3c(O)[nH]c4cc(Cl)ccc34)cc3c2=Nc2ccccc2-3)c1 → 116 | 109 | nt | 104 | 96 | 95 | 96 | 113

Next structures follow:
compound	UACC-62	SK-MEL-2	MALME-3M	EKVX	M14	A549/ATCC	SK-MEL-5	UACC-257
COc1ccc(-c2csc(NC3=CC(c4ccc5c(c4)OCO5)OC3=O)n2)cc1 (stereo unspecified)	98	71	99	100	97	84	102	95
CCOC(=O)c1cc(-c2cccc3ccccc23)nc2ccccc12	110	99	146	82	114	92	112	105
O=C(/C=C\c1ccccc1)SC(=O)OCc1ccccc1	102	89	102	104	105	99	110	109
C=CCOC(OCC=C)OCC=C	101	115	98	nt	99	97	104	107
Cn1c(-c2ccccc2)cc2ccccc21	107	102	103	nt	98	96	103	97
